# PhoP GFP inhibition = PhoP regulon inhibitors, Salmonella typhi PhoP promoter GFP reporter, confirmatory (AID 1850) | Salmonella Typhi PhoP-promoter GFP reporter, fluorescence, 4 h; higher % means a stronger effect | inhibition, % at 50 µM, or IC50 in µM where a hit was titrated | 310,000 tested, 0.33% active; in the data active means a potency from the dose series; inconclusive means inhibition mostly from about 25% at the one dose, without a potency; inactive means the rest, 99 in 100 with inhibition below about 19%;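 further: 0% = induced wells with vehicle and 100% = uninduced wells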
# influenza NS1A = H1N1 influenza NS1A inhibitors, functional cell based assay (AID 504329); NS1A functional cell-based assay, percent inhibition; higher % means a stronger effect; one-dose inhibition, % at 12.5 µM; IC50 in µM for titrated hits; 340,000 tested, 0.3% active; in the data active means a potency from the dose series; inconclusive means inhibition above about 27% without an active follow-up result; further: strong numbers were not always called active
# VEEV TC-83 Vero = inhibitors of VEEV TC-83 cytopathic effect, confirmation, Vero cells (AID 588727); 350,000 tested, 0.13% active; inhibition, % at 20 µM, or IC50 in µM where a hit was titrated; Vero cells, VEEV TC-83 cytopathic effect inhibition; higher % means a stronger effect; in the data active means a potency from the dose series; inconclusive means inhibition mostly from about 14% at the one dose, without a potency; inactive means the rest, 99 in 100 with inhibition below about 12%; further: strong numbers were not always called active
# tuberculosis growth = growth inhibition of non-replicating M. tuberculosis (AID 488890); 320,000 tested, 0.39% active; inhibition, % at 25 µM, or IC50 in µM where a hit was titrated; Mycobacterium tuberculosis non-replicating, growth inhibition; higher % means a stronger effect; in the data active means a potency from the dose series; inconclusive means inhibition mostly from about 82% at the one dose, without a potency; inactive means the rest, 99 in 100 with inhibition below about 76%;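 further: plate controls were DMSO cells for no effect and high antibiotic wells for full effect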
# M. tuberculosis HTS = M. tuberculosis growth inhibition, HTS (AID 449762); M. tuberculosis H37Rv growth inhibition, 7H9 media; higher % means a stronger effect; 330,000 tested, 0.59% active; inhibition, % at 25 µM, or IC50 in µM where a hit was titrated; in the data active means a potency from the dose series; inconclusive means inhibition above about 70% without an active follow-up result;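 further: bacterial growth assessed after seven days of incubation; strong numbers were not always called active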
# VEEV TC-83 Vero 10K pilot screen = also measured in VEEV TC-83 Vero; calls as there; inhibition, %; measured here: 10K pilot screen inhibition
# Numbers without * were called inactive; i = inactive; ? = inconclusive; · = not tested or not shown; & = joins results of further samples.
SMILES,PhoP GFP inhibition,influenza NS1A,VEEV TC-83 Vero,tuberculosis growth,M. tuberculosis HTS,others
Cc1cc(C)cc(NC(=O)COC(=O)c2cccc(S(=O)(=O)N3CCCCC3)c2)c1,·,-12.0%,0.1%,35.2%,-9.3%,
COc1ccc(Cl)cc1NC(=S)N1CCCCCC1,0.2%,-9.4%,2.5%,20.5%,4.1%,
CC(C)CN1C(Nc2ccccc2)=NC[C@@H]1C,-2.2%,-4.8%,i,4.0%,2.0%,
CCC(=O)Nc1cc(-c2nc3ncccc3o2)ccc1Cl,0.5%,1.9%,0.3%,5.6%,-15.1%,
COc1ccc(CCNC(=O)NCCc2c[nH]c3ccccc23)cc1OC,0.1%,-3.9%,i,-7.7%,-2.9%,
CCCc1nc2sc(C(=O)OCC)c(N)c2c2c1COC(C)(C)C2,0.3%,-9.5%,1.0%,-16.5%,-0.6%,
COc1ccc(S(=O)(=O)Nc2ccc(S(=O)(=O)N3CCCCC3)cc2)cc1OC,-18.3%,-7.5%,0.4%,22.1%,-10.5%,
Cc1ccccc1S(=O)(=O)c1cc(C#N)c(=O)[nH]c1N,-7.4%,-5.7%,1.0%,-16.4%,0.2%,
Nc1[nH][nH]c(=O)c1N=Nc1ccccc1,·,-11.3%,1.7%,·,·,
CCOc1ccc(NC(=O)CSc2nnc(C3CC3)n2C2CC2)cc1,·,-16.7%,2.7%,40.7%,0.3%,
CC(=C1C(=O)c2ccccc2C1=O)N1CCN(c2ccc(F)cc2)CC1,5.7%,7.2%,0.8%,13.4%,-0.2%,
COc1ccccc1OCCn1cc(C(=O)O)c2ccccc21,-2.3%,4.3%,i,-4.3%,0.2%,
Cc1ccc(SCC(=O)OCC(=O)N(C)CC(=O)Nc2ccc(F)cc2)cc1C,-1.7%,-14.2%,2.1%,64.1%,11.3%,
COc1cc2c(cc1NC(=O)c1ccc(C(C)(C)C)cc1)CCCC2,5.3%,2.6%,8.78µM*,·,19.6%,
Cc1nc(SCC(=O)N2CC(C)OC(C)C2)nc(C)c1C (centres undefined),-10.8%,9.6%,5.4%,10.6%,-1.6%,VEEV TC-83 Vero 10K pilot screen=0.0
O=C(Nc1ccccc1)N1CCC(C(=O)N(Cc2ccco2)Cc2cccs2)CC1,-7.7%,6.3%,1.4%,24.2%,1.6%,
Cc1cc(N2C(=O)C(=O)/C(=C(/O)c3ccc(F)cc3)C2c2ccc(Cl)cc2)no1 (centres undefined),-7.6%,-5.7%,i,66.7%,-5.5%,
Cn1cccc1C(=O)NC(=O)COC(=O)c1ccccc1O,5.6%,7.5%,7.8%,63.6%,-4.0%,
Cc1nnc(NC(=O)c2ccc(-c3cccc(C(F)(F)F)c3)o2)s1,-9.7%,-7.3%,0.8%,4.0%,3.9%,
O=C(NCc1ccccc1)c1ccc(C2SCC(=O)N2Cc2ccccc2)cc1 (centres undefined),-4.1%,19.5%,7.1%,15.5%,4.8%,

# Sorted by number of heavy atoms (low to high): part of the list above.
SMILES,PhoP GFP inhibition,influenza NS1A,VEEV TC-83 Vero,tuberculosis growth,M. tuberculosis HTS,others
Nc1[nH][nH]c(=O)c1N=Nc1ccccc1,·,-11.3%,1.7%,·,·,
COc1ccc(CCNC(=O)NCCc2c[nH]c3ccccc23)cc1OC,0.1%,-3.9%,i,-7.7%,-2.9%,
Cc1cc(N2C(=O)C(=O)/C(=C(/O)c3ccc(F)cc3)C2c2ccc(Cl)cc2)no1 (centres undefined),-7.6%,-5.7%,i,66.7%,-5.5%,

# Additional compounds
SMILES,PhoP GFP inhibition,influenza NS1A,VEEV TC-83 Vero,tuberculosis growth,M. tuberculosis HTS,others
CCC/C=C(\CCC)C(NC(=O)OCC(C)C)c1ccc(C(=O)OC)cc1 (centres undefined),2.8%,-14.6%,4.7%,-3.2%,1.1%,
COc1cccc(N2C(=O)CC(NNC(=O)c3cccs3)C2=O)c1 (centres undefined),9.7%,-0.8%,i,-12.2%,6.8%,
COc1ccc(Cl)cc1-c1nc(SCC(=O)NC2CC2)n[nH]1,-5.0%,-18.4%,2.8%,18.4%,25.4%,
CC1Sc2ccc(S(=O)(=O)CCC(=O)NC3CCCCC3C)cc2NC1=O (centres undefined),-2.7%,14.8%,1.1%,27.1%,-7.9%,
Cc1cnc(C(=O)OCC(=O)NC(C)C)cn1,-3.8%,-5.3%,0.3%,4.1%,1.6%,
CN1CCC(NC(=O)CCc2ccccc2)CC1,-8.1%,-8.4%,0.1%,-11.3%,5.3%,
O=S(=O)(N1CCCCCC1)N1CCNCC1,4.5%,-7.5%,0.5%,-5.8%,-4.8%,
Cc1ccc2nsnc2c1S(=O)(=O)N1CCN(CCc2ccccc2)CC1,7.3%,3.8%,i,8.6%,-23.4%,
Cc1ccnc(NC(=O)CNC(=O)c2ccccc2)c1,14.9%,-8.7%,2.0%,-15.6%,-12.7%,
COc1ccc(NC(=O)c2sc3cc(C(F)(F)F)cnc3c2-c2cccs2)cc1,-4.0%,-0.5%,0.3%,-20.1%,-5.0%,
CCOc1ccc(C2/C(=C(\O)c3c(C)[nH]c(C(=O)OC)c3C)C(=O)C(=O)N2CCN(C)C)cc1 (centres undefined),4.8%,1.9%,2.5%,2.8%,-9.9%,
OC(COc1ccc(Cl)cc1Cl)Cn1ccnc1 (centres undefined),3.0%,-23.6%,0.1%,0.7%,-1.4%,
Nc1nonc1-n1nnc(C(=O)N/N=C/c2cccc(F)c2)c1CN1CCCC1,-3.2%,0.8%,0.7%,13.6%,-3.1%,
CCOC(=O)c1c(C)n(C)c2ccc(OCC(O)CN(CC)CC)cc12 (centres undefined),·,7.4%,0.8%,3.9%,-10.3%,
O=C(CCn1c(=O)oc2ccccc21)N1CCC2(CC1)OCCO2,-0.5%,-54.2%,0.2%,2.0%,8.4%,
CCC1(c2ccccc2)NC(=O)N(CC(=O)Nc2ccccc2C(=O)NC2CC2)C1=O (centres undefined),-2.3%,-9.9%,1.2%,3.2%,-1.8%,
CC(=O)Nc1ccc(NC(=O)COC(=O)c2c(-c3ccccc3)noc2C)cc1,·,-4.4%,8.0%,27.3%,-7.3%,
CCN(CC)c1ncc(C)c(=O)[nH]1,8.7%,2.5%,2.2%,-30.2%,9.7%,
CCOc1ccc(CN2CCNC(=O)C2CC(=O)NCCCC2CCCC2)cc1 (centres undefined),-13.4%,-9.9%,4.7%,30.0%,-8.1%,
COc1ccc(C(=O)C[n+]2cc(-c3ccc(OC)cc3)n3c2CCCC3)cc1,10.5%&0.1%,-2.2%&-4.3%,0.5%,58.0%&71.2%,?,
CCOC(=O)c1[nH]c(C)c(C(=O)N(C)C)c1C,3.1%,-6.7%,2.9%,-12.2%,-7.3%,
COc1ccc(CNC(=O)COC(=O)CCN2C(=O)C3CC=CCC3C2=O)cc1OC (centres undefined),·,-3.8%,0.6%,-6.4%,1.2%,
CCCCCCCCCCCNC(=O)c1ccoc1C,-0.2%,1.9%,2.0%,19.3%,-4.9%,
Cc1ccc(-c2ccnc3cc(C)nn23)cc1,-3.8%,-7.1%,i,-1.5%,3.0%,
COc1ccc(NC(=O)Nc2c(C)n(C)n(-c3ccccc3)c2=O)cc1,-9.8%,-6.1%,1.5%,·,3.4%,
O=C(CCN1C(=O)/C(=C\c2ccccc2)SC1=S)NNC(=O)c1cccnc1,-4.9%,-6.6%,1.5%,-24.1%,-4.6%,
CC1=C(C(=O)OCCc2ccccc2)C(c2ccsc2)NC(=O)N1C (centres undefined),-8.2%,-0.2%,0.6%,8.4%,10.1%,VEEV TC-83 Vero 10K pilot screen=1.4
COC(=O)c1c(C)cc(C)n2c1nc1ccccc12,11.3%,-7.4%,2.8%,69.2%,-5.1%,
O=C1C=C(NCC2CCCO2)C2(CCCCC2)O1 (centres undefined),-18.7%,1.2%,0.2%,3.9%,-1.2%,
O=C(Nc1cccc(F)c1)N1CCN(C(=O)c2ccco2)CC1,-5.6%,-11.0%,2.7%,1.5%,6.5%,
O=C(Nc1ccccn1)C1CCN(S(=O)(=O)c2ccccc2)CC1,·,-3.7%,2.6%,-0.9%,-14.2%,
CCOc1ccc(-c2ccc(NS(=O)(=O)c3ccc([N+](=O)[O-])cc3)cc2)nn1,-0.1%,3.0%,2.8%,23.3%,4.6%,
CCOc1ccc(NC(=S)N(CCOC)C(C)c2cccnc2)cc1 (centres undefined),14.2%,-9.6%,i,20.9%,-1.6%,
Cc1ccc(S(=O)(=O)N(C)C)cc1NC(=O)c1ccccc1SCC(=O)N1CCCC1,·,-6.0%,0.5%,-3.1%,-7.0%,
O=C(NCc1ccccc1)C(c1ccccc1F)N(C(=O)c1csnn1)C1CCCC1 (centres undefined),-0.4%,4.4%,0.7%,-17.8%,-4.4%,
Cc1ccc(C(=O)C2OC(=O)C(C)(C)C(=O)C2(C)C)cc1 (centres undefined),2.3%,-16.1%,i,-6.1%,-1.8%,
CSCC[C@H](NC(=O)[C@@H]1CSC2c3ccccc3C(=O)N21)C(=O)NCc1ccco1 (some centres undefined),0.8%,4.9%,0.5%,4.8%,-5.3%,
CCOc1ccccc1/C=C/C(=O)c1ccc(Cl)cc1,-3.1%,7.6%,0.3%,?,?,
CCOC(=O)C1=NOC(CNC(=O)c2ccccc2Cl)C1 (centres undefined),2.8%,-3.2%,0.5%,-23.3%,-9.9%,
Cc1[nH]nc(N=Cc2c(O)n(C)c(=O)n(C)c2=O)c1-c1ccccc1,-5.1%,·,·,13.2%,6.1%,

# Structural class, those above with fluorine.
SMILES,PhoP GFP inhibition,influenza NS1A,VEEV TC-83 Vero,tuberculosis growth,M. tuberculosis HTS,others
CC(=C1C(=O)c2ccccc2C1=O)N1CCN(c2ccc(F)cc2)CC1,5.7%,7.2%,0.8%,13.4%,-0.2%,
Cc1ccc(SCC(=O)OCC(=O)N(C)CC(=O)Nc2ccc(F)cc2)cc1C,-1.7%,-14.2%,2.1%,64.1%,11.3%,
Cc1cc(N2C(=O)C(=O)/C(=C(/O)c3ccc(F)cc3)C2c2ccc(Cl)cc2)no1 (centres undefined),-7.6%,-5.7%,i,66.7%,-5.5%,
Cc1nnc(NC(=O)c2ccc(-c3cccc(C(F)(F)F)c3)o2)s1,-9.7%,-7.3%,0.8%,4.0%,3.9%,
COc1ccc(NC(=O)c2sc3cc(C(F)(F)F)cnc3c2-c2cccs2)cc1,-4.0%,-0.5%,0.3%,-20.1%,-5.0%,
Nc1nonc1-n1nnc(C(=O)N/N=C/c2cccc(F)c2)c1CN1CCCC1,-3.2%,0.8%,0.7%,13.6%,-3.1%,
O=C(Nc1cccc(F)c1)N1CCN(C(=O)c2ccco2)CC1,-5.6%,-11.0%,2.7%,1.5%,6.5%,
O=C(NCc1ccccc1)C(c1ccccc1F)N(C(=O)c1csnn1)C1CCCC1 (centres undefined),-0.4%,4.4%,0.7%,-17.8%,-4.4%,

# Continuation.
SMILES,PhoP GFP inhibition,influenza NS1A,VEEV TC-83 Vero,tuberculosis growth,M. tuberculosis HTS,others
COCCNC(=O)c1ccc2c(c1)nc(C)n2-c1cccc(Cl)c1,-0.7%,-10.7%,0.2%,-7.9%,-2.5%,
Cc1ccc(NS(=O)(=O)c2cc(C(N)=O)ccc2C)cc1,-0.2%,1.3%,i,1.7%,6.0%,
Cc1nc2ccccc2nc1NS(=O)(=O)c1ccc(N)cc1,0.4%,6.6%,0.6%,66.0%,27.8%,
Cc1ccc(OCC(=O)O/N=C(\N)c2ccccn2)cc1,10.5%,-5.2%,1.0%,-1.0%,0.8%,
O=C(Nc1ccccc1N1CCCC1)C1CCCO1 (centres undefined),·,3.4%,0.3%,·,·,
COc1cc(C(=O)NCC(=O)OCC(=O)Nc2ncc(Cl)cc2Cl)cc(OC)c1OC,-2.2%,12.4%,0.2%,-12.4%,-5.2%,
CCOC(=O)C1(CC2CCCCO2)CCN(Cc2c(C)cc(C)cc2-n2cccn2)CC1 (centres undefined),16.6%,-10.7%,0.7%,8.0%,-12.9%,
COc1cccc(NC(=O)C2=COCCO2)c1,-0.2%,-6.0%,1.6%,-7.2%,45.7%,
O=C(OCC(=O)N1CCN(c2ccccc2)CC1)c1ccco1,-1.3%,-6.6%,0.8%,·,·,
O=C(Cc1coc2cc(O)ccc12)NNC(=O)c1ccc(Br)s1,·,-0.4%,i,48.8%,-2.1%,
